Screens: PubChem, Broad Institute
E-sel inducer: induces E-selectin expression in human endothelial cells. P16581. HUVEC E-selectin immunofluorescence imaging; normalized: neutral wells 0, TNF-alpha wells 100. activation, % at 7.58 µM. hit rate 0.37% among 260,000. AID 686992;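 active means mean E-selectin-positive cell signal at least 10% of the positive control, reached in at least 60% of replicates, without over 20% cell loss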;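 further: in these data hits start at about 27%; measured in HUVEC primary endothelial cells; signal is the percent of cells scored E-selectin positive by PE staining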
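Read-out: % PE-positive cells | Test system: HUVEC | Doses: One compound dose added by pin transfer | Buffer or medium: EGM-2 over gelatin coat | Signal: Immunofluorescence imaging | Benchmarks: TNF-alpha, DMSO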
XiGFP reactiv: X-chromosome reactivation activator; activation, % at 7.58 µM; XiGFP mouse fibroblasts, % GFP-positive cells imaging, 3 d; cells co-treated with 5-aza-dC sensitizer; scaled so ellipticine positive control = 100%; hit rate 0.055% among 360,000;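 active means mean normalized replicate activation at least 10% and every replicate at or above 10%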;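 further: 0% = median of on-plate neutral control wells and 100% = ellipticine 6 µM median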
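System: XiGFP fibroblasts, SV40-immortalized. Medium: DMEM plus 5-aza-dC sensitizer. Doses: single point. Timing: 3 d treatment, 15 min room-temperature fixation. Control set: ellipticine 6 µM.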
ERAP1 inh: blocks human ERAP1 aminopeptidase activity; Q9NZ08; recombinant ERAP1, Leu-AMC fluorescence, 60 min; inhibition, % at 10.7 µM; hit rate 0.15% among 340,000; AID 652197;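 active means mean replicate inhibition of at least 30%, or all replicates individually reaching that 30% level; inactive means mean below 30% and not every replicate reaching it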;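 further: 0% = neutral control wells and 100% = L-leucinethiol positive control wells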
S100A4 MyoIIA: inhibitors of human S100A4 binding to myosin IIA peptide; S100A4/TAMRA-MyoIIA peptide fluorescence polarization; P26447; hit rate 0.14% among 360,000; inhibition, % at 10.7 µM;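 active means mean inhibition of at least 70% across replicates, with every replicate also reaching that level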
Target sequence (P26447 whole entry, looked up): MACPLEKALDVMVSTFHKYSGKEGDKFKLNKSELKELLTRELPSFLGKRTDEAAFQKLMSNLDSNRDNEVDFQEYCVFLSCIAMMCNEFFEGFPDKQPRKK
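Compound dosing: one dose per compound; test system: human S100A4 monomer with TAMRA-labelled myosin IIA peptide; probe or stimulus: TAMRA-labelled myosin IIA heavy-chain peptide probe, 5 nM; medium: HEPES buffer with Ca2+, pH 7.2; schedule: 5 min incubation before reading; benchmarks: neutral control DMSO, positive control TFP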
RAD54 branch: RAD54 (human) branch migration inhibition; Q92698; RAD54 Holliday junction branch migration, FAM/BHQ fluorescence; inhibition, % at 10.4 µM; hit rate 0.14% among 360,000;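 active means mean normalized replicate activity at least 40 and at least half of replicates scoring 40 or more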;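 further: 0% = median of neutral control wells and 100% = median of positive control wells; inhibitors cause a drop in the FAM fluorescence signal; in these data hits start at about 50%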
Target sequence (Q92698 whole entry, looked up): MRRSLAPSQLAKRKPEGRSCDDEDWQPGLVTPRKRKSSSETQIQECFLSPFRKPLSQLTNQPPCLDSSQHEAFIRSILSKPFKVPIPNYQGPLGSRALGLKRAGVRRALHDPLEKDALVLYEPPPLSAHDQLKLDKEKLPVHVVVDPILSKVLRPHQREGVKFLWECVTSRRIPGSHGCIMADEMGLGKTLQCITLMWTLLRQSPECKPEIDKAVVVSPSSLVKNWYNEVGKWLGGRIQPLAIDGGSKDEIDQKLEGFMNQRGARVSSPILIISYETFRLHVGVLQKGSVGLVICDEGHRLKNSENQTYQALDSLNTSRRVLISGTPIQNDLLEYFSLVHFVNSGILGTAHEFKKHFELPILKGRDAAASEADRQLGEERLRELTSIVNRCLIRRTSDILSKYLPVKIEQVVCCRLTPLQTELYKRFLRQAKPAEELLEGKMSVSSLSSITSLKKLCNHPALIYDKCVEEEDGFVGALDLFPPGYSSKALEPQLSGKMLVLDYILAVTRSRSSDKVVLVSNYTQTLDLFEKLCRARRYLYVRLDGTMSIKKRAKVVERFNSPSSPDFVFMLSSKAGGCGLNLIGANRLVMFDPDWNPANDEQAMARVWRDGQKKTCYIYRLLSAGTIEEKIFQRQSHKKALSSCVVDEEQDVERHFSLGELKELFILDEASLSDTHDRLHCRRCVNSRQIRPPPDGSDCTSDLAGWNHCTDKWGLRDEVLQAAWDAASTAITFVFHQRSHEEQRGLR
RAD52 inh: RAD52 (human) annealing inhibition. P43351. recombinant RAD52 DNA annealing, FRET fluorescence. inhibition, % at 18.7 µM. hit rate 0.46% among 360,000. AID 651710;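 active means every replicate showing at least 50% inhibition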
ERp5 block: inhibitors of human ERp5 | AID 651711 | ERp5 insulin aggregation, absorbance 650 nm, 90 min | inhibition, % at 9.99 µM | hit rate 0.05% among 350,000 | Q15084;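 active means mean replicate inhibition above about 25%, with every replicate also reaching it, limit read from the data, passing the limit was not always enough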
esBAF inh: blocks esBAF chromatin remodeling in mouse ES cells; Bmi1-luciferase knock-in reporter, 24 h; 100% = twice the neutral-well signal; reporter increase, % at 12.5 µM; hit rate 2% among 350,000; in the data active means activation above about 40%;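 further: 0% = median of the plate's neutral control wells and 100% = double that signal; a rise in the Bmi1 reporter signal indicates esBAF inhibition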
Active calls of the source: *; · = no result given. Rows were taken by chance, and some 2.5% of all compounds hit somewhere here.

structure | E-sel inducer | XiGFP reactiv | ERAP1 inh | S100A4 MyoIIA | RAD54 branch | RAD52 inh | ERp5 block | esBAF inh
O=C(Nc1cccc(F)c1)N1CC(=O)N2[C@H](CO)[C@H](c3ccc(-c4cccc(F)c4)cc3)[C@@H]2C1 | 0.2 | -0.1 | 1 | -3 | · | -20 | -3 | ·
Cc1cc(C)c(C)c(OCCn2ccnc2)c1 | · | 0.1 | 2 | 2 | 0 | 0 | -4 | -4
N#Cc1c(-c2cccs2)nc(SCc2ccc(Cl)cc2)[nH]c1=O | · | 0.0 | 8 | -2 | · | -18 | -1 | ·
Cc1cccc(S(=O)(=O)Nc2ccc(-c3cn4ccccc4n3)cc2)c1 | · | -0.1 | -1 | -4 | -1 | -27 | -8 | ·
Cc1cc(C)c2cc(C#N)c(NCCNC(=O)c3cccnc3)nc2c1 | -0.1 | -0.2 | 0 | -3 | · | -17 | -2 | ·
C[C@H](CO)N1C[C@H](C)[C@H](CN(C)Cc2cccnc2)OCc2cn(nn2)CCCC1=O | 0.1 | 1.3 | -2 | 10 | -3 | 2 | -4 | 0
COc1cccc(-c2nc(CS(=O)(=O)CC(=O)NCCN3CCOCC3)c(C)o2)c1 | · | 0.5 | -4 | 8 | 10 | -16 | 4 | -6
Cn1c(CNC(=O)C2CCCCC2)cc2ccccc21 | 0.0 | 0.0 | -3 | -2 | -6 | 4 | 0 | 2
O=C(NCCCN1CCOCC1)c1cccc(S(=O)(=O)NCc2ccccc2)c1 | · | -0.1 | 0 | 0 | -4 | -7 | 1 | -1
CCCNC(=O)Nc1ccc2c(c1)C(=O)N(C)[C@H]1CC[C@@H](CC(=O)NC3CCC3)O[C@H]1CO2 | 0.4 | -0.1 | · | · | -16 | · | · | -15
COC(=O)[C@@]12C[C@@H](CC(=O)NCCCN3CCCC3=O)C(=O)N(Cc3ccc4c(c3)OCO4)C1=CCC(C)(C)C2 | -0.2 | -0.1 | 5 | -2 | · | 1 | 8 | ·
COc1ccc(Nc2oc(COc3ccccc3F)nc2C#N)cc1 | · | 0.1 | -2 | 2 | -7 | -7 | 2 | -8

Remaining list, next part
structure | E-sel inducer | XiGFP reactiv | ERAP1 inh | S100A4 MyoIIA | RAD54 branch | RAD52 inh | ERp5 block | esBAF inh
N/N=C(\c1ccccc1)c1cc(Cl)ccc1N | 0.9 | 0.0 | -2 | -5 | -3 | -23 | 1 | -7
Cc1noc(C)c1NC(=O)N(C)C[C@H]1Oc2ccc(NC(=O)C3CC3)cc2C(=O)N([C@H](C)CO)C[C@H]1C | 0.1 | 0.1 | 0 | 2 | 0 | 0 | -4 | 3
O=C(NC(=S)Nc1ccc(Cl)c(C(=O)O)c1)c1cccc(COc2ccccc2)c1 | · | 0.1 | -42 | 3 | 1 | -24 | 2 | 16
O=C(CCc1ccccc1)N1CCN(c2ccc(F)cc2)CC1 | -0.1 | -0.2 | 3 | -4 | · | 6 | 1 | ·
CCOC(=O)c1cc2occc2n1CC(=O)N1CCN(C(=O)c2ccco2)CC1 | · | · | -2 | 0 | -6 | -18 | -1 | -3
C[C@@H]1CN([C@@H](C)CO)C(=O)c2cc(NC(=O)C3CCCCC3)ccc2O[C@H]1CN(C)Cc1ccc(C(=O)O)cc1 | · | 0.3 | 1 | -23 | 15 | -6 | -6 | -1
CCCCCCOc1ccc(C(CC(N)=O)C(=O)O)cc1 (centres undefined) | 80* | 0.1 | 2 | 5 | -5 | -6 | 2 | -3
OC[C@H]1[C@H](c2ccc(-c3ccccc3)cc2)[C@H]2CN(CCC(F)(F)F)CCCCN21 | -0.4 | 0.0 | 2 | -8 | 1 | 9 | -4 | ·
C[C@@H]1CN([C@@H](C)CO)C(=O)c2cc(NS(=O)(=O)c3cccs3)ccc2O[C@@H](C)CCCCO[C@H]1CN(C)C(=O)c1ccccc1 | · | 0.0 | 4 | 11 | -6 | -39 | 6 | 3
O=C(O)Cc1ccc(N=Nc2c(O)c(C(=O)O)cc3ccccc23)cc1 | · | 0.0 | -4 | 1 | 1 | -28 | -4 | 21
O=C(Nc1ccccc1)N1CCCCN2[C@H](C1)[C@H](c1ccc(Br)cc1)[C@@H]2CO | 0.2 | 0.2 | -1 | 5 | 1 | 1 | -3 | 7
COC(=O)C1OC1c1cc([N+](=O)[O-])ccc1OC (centres undefined) | 0.8 | 0.5 | -2 | 2 | · | 3 | 0 | ·

(more compounds)
structure | E-sel inducer | XiGFP reactiv | ERAP1 inh | S100A4 MyoIIA | RAD54 branch | RAD52 inh | ERp5 block | esBAF inh
COc1ccccc1CC(NC(C)=O)C(=O)NC1CCN(C(=O)c2ccc([N+](=O)[O-])cc2)CC1 (centres undefined) | · | 0.1 | -2 | 0 | · | -21 | -2 | ·
CC1Cc2cc(/C(O)=C3/C(=O)C(=O)N(CCN4CCOCC4)C3c3ccc([N+](=O)[O-])cc3)ccc2O1 (centres undefined) | -0.4 | 0.0 | 0 | -2 | 12 | -9 | -2 | 7
O=S(=O)(c1ccc(F)cc1)N1C[C@@H]2[C@H](c3ccccc31)[C@H](CO)N2Cc1ccccc1Cl | 0.3 | -0.1 | 3 | 1 | -28 | -291 | 0 | -3
CCC(CC)C(=O)c1c[nH]c(C(=O)NCc2cccnc2)c1 | 4.1 | 0.1 | -5 | 6 | 5 | -5 | 3 | -7
O=C(c1cccc([N+](=O)[O-])c1)N1CCN(c2ccccn2)CC1 | -0.1 | -0.5 | 0 | -1 | -8 | -12 | -5 | 4
N#C[C@@H]1N[C@H](CO)[C@H]1c1ccc(-c2ccccc2F)cc1 | -0.3 | 0.3 | 0 | -1 | 4 | -71 | 1 | 2
C[C@H]1CN([C@@H](C)CO)C(=O)c2cccc(NC(=O)C3CC3)c2O[C@@H]1CN(C)Cc1ccc(-c2ccccc2)cc1 | -0.4 | 0.2 | 2 | -9 | 1 | 11 | 1 | 0
Cc1ccc(OCC(=O)N2CCc3ccccc3C2)c(C)c1 | · | 0.0 | 2 | 2 | -2 | -5 | 2 | 14
COc1ccc2c3c([nH]c2c1)[C@@H](CO)N(C(=O)Nc1cccc(F)c1)CC31CCN(CC2CC2)CC1 | -0.6 | 0.2 | -2 | 0 | · | -5 | -1 | ·
O=C1Nc2ccccc2C1Cc1ccccn1 (centres undefined) | 48* | 0.1 | · | -12 | · | -17 | 7 | ·
CCOc1ccc(CN2C(=O)c3ccccc3C2=O)cc1C(=O)N1CCC(C(N)=O)CC1 | 1.8 | 0.1 | -9 | 1 | 8 | -18 | 4 | -4
COc1cccc(Oc2ncnc(N)c2[N+](=O)[O-])c1 | · | 0.0 | -2 | -2 | · | -9 | 0 | 23

Three entries from above, sorted by the value under S100A4 MyoIIA, largest number first:
SMILES	S100A4 MyoIIA
Cc1ccc(OCC(=O)N2CCc3ccccc3C2)c(C)c1	2
O=S(=O)(c1ccc(F)cc1)N1C[C@@H]2[C@H](c3ccccc31)[C@H](CO)N2Cc1ccccc1Cl	1
COc1ccc2c3c([nH]c2c1)[C@@H](CO)N(C(=O)Nc1cccc(F)c1)CC31CCN(CC2CC2)CC1	0

(list continues)
structure | E-sel inducer | XiGFP reactiv | ERAP1 inh | S100A4 MyoIIA | RAD54 branch | RAD52 inh | ERp5 block | esBAF inh
COc1ccc(-c2coc3cc(O[C@@H]4O[C@H](CO)[C@@H](O)[C@H](O)[C@H]4O)ccc3c2=O)cc1 | -0.2 | 0.0 | -1 | 1 | 0 | -12 | 7 | 64*
C/C(=N/O)c1cccc(N2Cc3ccccc3C2)c1 | -0.3 | 0.0 | 3 | -3 | -13 | -19 | 1 | 63*
C[C@@H]1CN([C@H](C)CO)C(=O)Cc2cc(NC(=O)NC3CCCCC3)ccc2O[C@@H]1CN(C)C(=O)Nc1ccccc1 | 0.5 | -0.5 | 4 | 1 | -10 | 8 | 0 | 12
Cc1c(CC(=O)N[C@H](C(=O)O)C(C)C)c(=O)oc2cc3c(cc12)CCC(C)(C)O3 | · | 0.3 | 4 | 6 | -14 | -17 | 5 | 61*
O=C(Nc1ccccc1)c1ccc(-c2ccc([N+](=O)[O-])cc2)o1 | · | 0.2 | 0 | -1 | · | -14 | 2 | 30
CCN(CC(=O)NCc1cccs1)C(=O)c1cc(=O)[nH]c2ccccc12 | -0.4 | 0.0 | 0 | 2 | -3 | -12 | -5 | -6
CCc1ccc2c(c1)NC(=O)C2(C)Cc1ccccc1OC (centres undefined) | 0.0 | 0.1 | 1 | 6 | 5 | -17 | 1 | 3
O=C(Nc1nnc(-c2ccc(Cl)cc2)o1)c1nc2ccccc2s1 | · | 0.0 | · | 2 | 2 | -11 | -3 | -3
C[C@@H]1CN([C@@H](C)CO)S(=O)(=O)c2ccc(-c3cccnc3)cc2O[C@H]1CN(C)C | 0.3 | 0.2 | -2 | 4 | 1 | 8 | 4 | 5
C[C@@H]1CCCCO[C@H](CN(C)C(=O)Nc2ccc(F)cc2)[C@@H](C)CN([C@H](C)CO)C(=O)c2cc(NS(=O)(=O)c3cccs3)ccc2O1 | 0.1 | 0.0 | -2 | 8 | -2 | 8 | 11 | -6
CCS(=O)(=O)N1CC(=O)N2[C@H](CO)[C@@H](c3ccc(C#CCC4CCCC4)cc3)[C@@H]2C1 | -0.1 | 0.3 | 0 | -9 | · | -18 | 0 | ·
CCCN(C)C[C@H]1OCCCC[C@@H](C)Oc2ccc(NS(C)(=O)=O)cc2C(=O)N([C@@H](C)CO)C[C@H]1C | -0.2 | -1.1 | 0 | -6 | 8 | -3 | 0 | -3

Later entries.
structure | E-sel inducer | XiGFP reactiv | ERAP1 inh | S100A4 MyoIIA | RAD54 branch | RAD52 inh | ERp5 block | esBAF inh
COc1ccc(NC(=O)Nc2ccc3c(c2)C(=O)N([C@H](C)CO)C[C@H](C)[C@@H](CN(C)S(C)(=O)=O)OCCCC[C@H](C)O3)cc1 | -0.3 | 0.1 | 0 | -7 | 12 | -7 | 8 | 3
O=c1c2ccccc2nc(SCc2ccccc2F)n1C1CCCC1 | · | 0.6 | -1 | -1 | -5 | -18 | 3 | ·
O=C(O)c1cccc(N/N=C/c2ccc(F)c(F)c2)c1 | 0.0 | 0.0 | 13 | -1 | 0 | -20 | 5 | 31
O=C(OCc1nnc(-c2ccc([N+](=O)[O-])cc2)o1)C1CC(=O)N(CCc2ccccc2)C1 (centres undefined) | 0.0 | 0.3 | 4 | -1 | -1 | 2 | -5 | 2
Cc1cc(C(F)(F)F)n2nc(C)c(-c3ccc(Cl)cc3)c2n1 | 1.0 | 0.1 | -1 | -3 | 4 | 0 | -9 | -6
Cc1ccc(C(=O)NC(=S)Nc2ccc(CN3CCCCC3)cc2)c(C)c1 | 26* | 0.0 | 1 | 1 | · | -69 | 3 | -2
CC(C)=NNC(=O)CN1C(=O)NC2NC(=O)NC21 (centres undefined) | · | 0.0 | -2 | 7 | 0 | -21 | 5 | -8
Cc1c(CC(=O)O)c(=O)oc2c(C)c(OCc3ccccc3)ccc12 | 0.4 | -0.1 | -2 | 4 | -3 | -13 | 1 | -7
C[C@@H](NC(=O)C[C@H]1CC[C@H](NC(=O)C2CCC2)[C@H](CO)O1)c1ccccc1 | -0.5 | -0.3 | 2 | 4 | 0 | -4 | -2 | -3
CCCCn1c(N)c(N(CC)C(=O)C2=NN(c3ccccc3)C(=O)CC2)c(=O)[nH]c1=O | · | 0.2 | 0 | -3 | -5 | -11 | 3 | -4
Cc1ccc(CN2CCC(N3CCC(C(=O)NCC4CCCO4)CC3)CC2)o1 (centres undefined) | · | 0.0 | -4 | -7 | -3 | -57 | 1 | 1
